JMJD2C inh: human JMJD2C demethylase inhibition. Q9H3R0. inhibition, % at 2.35 µM. AID 2099. 330,000 compounds, 0.069% hits. GST-JMJD2C(1-420) H3K9me3 demethylation, DELFIA europium;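 active means more than half of a compound's replicate wells show inhibition beyond 50%, single wells judged on their own value; inconclusive means some, but no more than half, of replicates pass 50% inhibition; inactive means no replicate passes 50% inhibition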;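 further: signal counts dimethyl H3K9 product captured on neutravidin plate; 0% = median of DMSO wells and 100% = 0.3 times that DMSO median; strong numbers were not always called active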
Target sequence (Q9H3R0 1-420 limits assumed): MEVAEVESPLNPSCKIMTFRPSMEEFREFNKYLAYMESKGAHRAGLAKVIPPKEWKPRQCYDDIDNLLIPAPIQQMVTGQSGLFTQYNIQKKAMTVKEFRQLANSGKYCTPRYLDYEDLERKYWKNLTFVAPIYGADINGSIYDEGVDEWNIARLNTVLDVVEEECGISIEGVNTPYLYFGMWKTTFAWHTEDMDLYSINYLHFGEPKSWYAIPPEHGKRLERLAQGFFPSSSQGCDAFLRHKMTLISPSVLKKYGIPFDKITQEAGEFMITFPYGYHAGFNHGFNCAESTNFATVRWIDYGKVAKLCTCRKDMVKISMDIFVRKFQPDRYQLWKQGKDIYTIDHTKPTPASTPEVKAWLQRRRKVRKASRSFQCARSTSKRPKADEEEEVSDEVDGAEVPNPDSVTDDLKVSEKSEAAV
LAP4 TOR yeast: alters LAP4-GFP fluorescence in TOR pathway yeast screen; S. cerevisiae LAP4-GFP multiplex, flow cytometry GFP, 3 h; median GFP as percent of DMSO wells; GFP response vs DMSO, % at 10 µM; 320,000 compounds, 0.34% hits; AID 2023;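 active means GFP response vs DMSO above a set limit, about the screen mean plus 3 SD, cut at about 150% in these data; inconclusive means under 70 cell events counted for the yeast strain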
RPL19A TOR yeast: modulators of TOR pathway RPL19A-GFP in S. cerevisiae | S. cerevisiae RPL19A-GFP strain, flow cytometry, 3 h; stronger effect = lower value | AID 2025 | percent response vs DMSO, % at 10 µM | 330,000 compounds, 0.3% hits;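 active means percent response vs DMSO below 50%; inconclusive means fewer than 70 events counted for the yeast strain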;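 further: median channel GFP fluorescence of the barcoded RPL19A-GFP strain; ratio of sample median GFP to plate DMSO average so 100% = DMSO; lower means less RPL19A-GFP as with rapamycin TOR inhibition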
MEP2-GFP yeast: alters MEP2-GFP fluorescence in TOR pathway yeast screen; S. cerevisiae MEP2-GFP strain, flow cytometry GFP, 3 h; 100% = DMSO control level; GFP response vs DMSO, % at 10 µM; 330,000 compounds, 0.51% hits;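 active means GFP response versus DMSO above a set limit, roughly screen mean plus 3 SD, cut at about 180% in these data; inconclusive means fewer than 70 cells counted for a yeast strain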;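 further: median GFP fluorescence of the barcode-gated MEP2-GFP cells per well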
AHR activator: human AHR activation; P35869; AHR-responsive luciferase reporter cells, luminescence; activation, % at 5 µM; 320,000 compounds, 2.5% hits; AID 2796; in the data active means activation above about 47%;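 further: 0% = vehicle wells and 100% = reference agonist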
proCasp3 act: procaspase-3 (human) activation | P42574 | recombinant procaspase-3 D3A, Ac-DEVD-pNA absorbance 405 nm | activation, % at 8.5 µM | 330,000 compounds, 0.11% hits;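 active means activation above the mean of all tested compounds plus 3 SD, cut at about 21% in these data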;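 further: 0% = DMSO alone and 100% = DMSO wells spiked with extra 5 µM PC-3 D3A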
Target sequence (P42574 whole entry D9A/D28A/D175A): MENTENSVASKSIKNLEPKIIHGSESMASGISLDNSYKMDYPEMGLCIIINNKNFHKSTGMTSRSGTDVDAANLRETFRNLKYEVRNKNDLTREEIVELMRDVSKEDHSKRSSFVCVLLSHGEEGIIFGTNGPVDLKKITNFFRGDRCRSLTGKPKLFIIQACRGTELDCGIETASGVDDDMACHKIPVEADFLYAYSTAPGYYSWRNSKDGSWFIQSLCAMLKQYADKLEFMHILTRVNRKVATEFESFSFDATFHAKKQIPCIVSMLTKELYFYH
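material = Procaspase-3 D3A mutant | probe or stimulus = Ac-DEVD-pNA | compound = single dose, 8.5 µM nominal compound, 0.8% DMSO | timing = 1 h preincubation, 2 h reaction | measured by = 405 nm absorbance of p-nitroaniline, reads at 0 and 120 min | benchmarks = DMSO-only low control, 5 µM PC-3 D3A high control | repeats = singlicate, each compound tested once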
Yeast superoxide: caloric restriction mimetics inhibiting age-related superoxide in yeast | 330,000 compounds, 0.18% hits | AID 2690 | superoxide response (% of plate mean), % at 10 µM | S. cerevisiae aged cells, superoxide DHE fluorescence; stronger effect = lower value;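 active means superoxide response under a set limit, about three screen SD below normal, cut at about 65% in these data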;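 further: yeast aged for seven days with compound at 30 °C before DHE staining; 100% = average MFI of all compound-treated wells on the plate with controls excluded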
procasp7 counter: activates human procaspase-7, counter-screen for procaspase-3 activators; 330,000 compounds, 0.093% hits; P55210; activation, % at 8.5 µM; recombinant procaspase-7, Ac-DEVD-pNA absorbance 405 nm; D23A/D198A/D206A triple mutant, cannot self-cleave; scale: DMSO 0, 5 µM enzyme 100; AID 463210;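 active means percent activation above the screen-wide mean plus 3 SD, cut at about 25% in these data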
Target sequence (P55210 whole entry D23A/D198A/D206A): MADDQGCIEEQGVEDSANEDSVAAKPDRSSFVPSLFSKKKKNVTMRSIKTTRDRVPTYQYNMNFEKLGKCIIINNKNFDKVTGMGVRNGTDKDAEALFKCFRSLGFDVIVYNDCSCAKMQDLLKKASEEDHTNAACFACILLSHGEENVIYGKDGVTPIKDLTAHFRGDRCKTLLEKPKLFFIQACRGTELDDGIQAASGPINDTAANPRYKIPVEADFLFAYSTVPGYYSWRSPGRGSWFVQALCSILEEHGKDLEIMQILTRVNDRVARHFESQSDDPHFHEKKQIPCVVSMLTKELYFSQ
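Test system: Procaspase-7 triple mutant (PC-7 D3A). Also added: Ac-DEVD-pNA substrate, 400 µM as added. Schedule: 1 h enzyme–compound preincubation and 2 h substrate reaction, both 25 °C. Signal: p-Nitroaniline absorbance at 405 nm, read at 0 and 120 min. Control set: low DMSO alone, high DMSO plus 5 µM PC-7.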
Starred values were filed as active, the others as inactive; ? = inconclusive; / = not tested or not shown; & = joins results of further samples; [ ] = another dose, or the depositor's remark.

SMILES	JMJD2C inh	LAP4 TOR yeast	RPL19A TOR yeast	MEP2-GFP yeast	AHR activator	proCasp3 act	Yeast superoxide	procasp7 counter
Cc1nc2c(Br)c(C)nn2c2c1CCC2	-1.3	96.0	98.2	102.3	-0.3	6.4	98.3	10.2
CSc1ccc(/C=C2\C(=N)N3N=C(CC(=O)N4CCOCC4)SC3=NC2=O)cc1	-10.4	103.9	94.2	99.1	0.4	-0.1	110.8	2.7
CCCN(CC(=O)Nc1ccccc1C)C(=O)C1CCN(S(=O)(=O)c2ccccc2C(F)(F)F)CC1	45.6	104.3	102.3	110.8	-0.7	-2.6	99.0	2.0
Cc1c(C(=O)Nc2ccccc2F)cnn1-c1ccccc1	-2.0	89.7	102.8	112.5	-1.3	-4.7	94.0	-3.0
Cn1cc([N+](=O)[O-])c(C(=O)N/N=C\c2c[nH]c3ccccc23)n1	-8.6	99.8	104.5	105.2	43.9	-1.8	97.7	2.2
COc1cccc(C2N(c3cccc(Cl)c3)C(=O)C3CCCN32)c1OC (stereo unspecified)	-1.7	98.1	97.5	99.0	-0.4	1.4	103.2	12.4
Cc1cnc(SCc2ccc(Cl)cc2Cl)[nH]c1=O	21.6	105.6	101.9	111.4	1.4	-2.2	88.0	-7.0
Cc1cccc2c1-c1sc(C(=O)NCCCN3CCC(C)CC3)cc1CO2	?	105.7	100.8	98.7	10.8	2.8	117.7	4.8
COc1cc(OC)c(OC)cc1CNCCNC(=O)c1nonc1N	-5.1	101.0	104.4	97.3	-0.6	6.8	93.1	3.4
N#CCn1c(Cc2ccccc2)nc2ccccc2c1=O	51.8	97.1	101.9	104.9	/	/	102.3	/
CCCC1(CCC)NC(=O)N(CC(=O)Nc2ccc(Cl)c(S(=O)(=O)N3CCOCC3)c2)C1=O	1.9	100.8	99.3	101.9	0.6	2.5	97.5	0.0
COc1ccccc1CCNS(=O)(=O)c1cn(C)nc1C	8.5	113.8	100.8	112.5	-0.7	-6.4	107.9	-3.2
O=C(CN1C(=O)NC2(CCCCCC2)C1=O)NCc1ccccc1Cl	-0.6	96.3	95.8	98.8	-1.2	1.5	108.7	-0.3
COc1cccc(NC(=O)c2cccc(N3C(=O)C4CCC(C)CC4C3=O)c2)c1 (stereo unspecified)	9.3	93.8	101.0	101.9	12.1	0.3	114.8	6.5
C/C=C(\C)C(=O)NCCN1C2=NC[C@H](Cc3ccc(O)cc3)N2C[C@H]1Cc1ccc(O)cc1	1.2	93.0	97.1	95.7	-0.7	2.9	96.2	-13.4
O=C(NCC(=O)N1CCCC1C(=O)O)OC1CCCCC1 (stereo unspecified)	/	93.5	96.5	96.4	0.5	-4.9	99.4	-13.3
O=C1c2ccccc2C(=O)C1c1ccccc1	5.4	112.2	101.2	86.4	-1.0	-3.6	109.9	-5.8
CCCCN(C)CCNC(=O)c1nn(-c2ccc(OC)cc2)c(=O)c2c1c1ccccc1n2C	-28.4	104.0	99.7	106.1	19.7	5.4	101.0	1.1
Cc1ccc(C)c(N2CCN(CCCNC(=O)Cn3c(=O)c4cccn4c4cccnc43)CC2)c1	16.9	99.0	97.3	125.2	3.6	3.3	91.8	3.6
NC(=O)c1c(NC(=O)Cn2nc(C(=O)O)c3ccccc3c2=O)sc2c1CCC2	-4.3	90.7	92.3	98.2	2.7	2.7	116.7	4.9
Nc1c(C(=O)Nc2cccc(Cl)c2Cl)sc2nc(-c3cccnc3)ccc12	-3.6	92.5	106.0	101.4	13.0	-22.2	127.2	-30.4
C[C@@H]1CC[C@]2(O[C@@H](CCO)C[C@@H](O)[C@@H]2O)O1	-15.2	91.2	97.3	96.1	1.2	-2.9	98.2	-4.1
COC(=O)CNC(=O)CSc1nnc(C)c(=O)[nH]1	-2.6	100.2	100.0	104.4	-4.2	0.0	99.3	-5.6
CC(C(=O)O)N1C(=O)/C(=C/c2cccn2C)SC1=S (stereo unspecified)	13.9	117.8	106.4	106.7	7.9	-6.2	101.4	-0.2
COC(=O)c1cc2c(N)c(C(=O)c3ccc(Cl)cc3)sc2nc1C(OC)OC	-4.4	99.6	89.1	89.2	5.7	-19.6	122.5	-27.0
Next section.
SMILES	JMJD2C inh	LAP4 TOR yeast	RPL19A TOR yeast	MEP2-GFP yeast	AHR activator	proCasp3 act	Yeast superoxide	procasp7 counter
CC(/C=N/n1c(-c2ccc(C)cc2)n[nH]c1=S)=C\c1ccco1	0.1	94.4	101.3	102.8	41.4	-17.9	91.9	-17.5
Cc1cc(C)c[n+](-c2nc3ccccc3nc2[N-]S(=O)(=O)c2ccc(Br)s2)c1	9.1	94.6	103.2	105.6	0.5	-1.2	118.9	-1.0
COc1cc(/C=C/C(=O)OCC(=O)Nc2ccc(C)c(S(=O)(=O)N3CCCCC3)c2)ccc1O	0.8	97.1	103.2	104.2	1.2	5.4	104.0	8.7
COc1ccc(-c2cc(C(F)(F)F)nc(SCCC(=O)N3CCN4CCCC4C3)n2)cc1 (stereo unspecified)	-13.5&4.8	102.6	102.0	104.9	-3.2	3.5	94.5	-2.2
CC1(c2ccc([N+](=O)[O-])cc2)NC(=O)NC1=O (stereo unspecified)	-2.6	85.7	104.7	104.0	-0.7	-0.6	100.0	3.9
CCN(CC)S(=O)(=O)c1ccc(Cl)c(NC(=O)c2cc(Cl)cc(Cl)c2)c1	-9.1	96.4	105.4	108.4	0.4	6.9	98.7	1.4
O=C(N/N=C/c1cc(Br)cs1)c1ccccc1[N+](=O)[O-]	-5.4	84.2	97.8	101.0	5.6	-5.8	84.5	1.7
CC(C)COc1ccc2[nH]c3c(c2c1)CCCC3=O	-12.6	106.4	108.0	117.7	4.2	6.0	114.4	-3.1
CCOc1ccc(S(=O)(=O)N2CCN=C2c2ccccc2)cc1	-10.7	92.0	102.2	102.5	-0.8	5.1	83.4	5.9
CC(=O)Nc1ccc(NC(=O)CCCn2cnc3ccccc3c2=O)cc1	-16.8	84.2[may fluoresce violet]	96.5[may fluoresce violet]	242.3*[may fluoresce violet]	6.1	-0.7	98.0	-9.2
C[C@@H](NC(=O)[C@@H]1Cc2ccccc2CN1)C(=O)Nc1ccc2c(c1)OCCO2	8.0	97.3	103.3	103.2	10.0	1.1	82.9	-1.7
C=CCn1c(COc2ccccc2)nnc1SCC(=O)C(C)(C)C	4.8	102.7	100.7	107.7	1.7	4.0	95.5	5.8
Cn1c(CNC(=O)c2ccc3c(c2)OCO3)nnc1SCC(=O)Nc1ccc(F)cc1	-3.3	103.6	97.3	100.7	-0.1	-0.9	85.5	-4.2
COc1ccc(S(=O)(=O)N(C)c2ccc(C(=O)NC3CC3)cc2)cc1	-19.5	88.3	106.0	128.2	3.4	4.6	96.5	-3.7
O=C(CNc1cc(S(=O)(=O)N2CCOCC2)ccc1NCC1CCCO1)Nc1ccccc1F (stereo unspecified)	14.0	99.5	102.1	96.7	-4.0	4.1	84.7	-4.7
O=S(=O)(c1ccc(Cl)nc1)N1CCOCC1	9.6	103.8	94.5	97.2	-1.1	6.0	98.9	11.8
O=C(CN1CCN(c2ccccc2)CC1)c1c[nH]c2ccccc12	-7.7	94.1	100.3	106.9	10.7	5.6	109.2	-8.5
CSc1ccc(S(=O)(=O)N2CCC(C(=O)NCc3ccccn3)CC2)cc1	-11.0	97.6	101.9	104.1	0.0	-6.8	98.3	-1.5
Cc1cc(Cl)ccc1NC(=O)c1ccc2c(c1)CCN2S(C)(=O)=O	6.4	94.0	101.0	104.4	/	/	98.4	/
O=C(NCCCCNC(=O)c1ccccc1Br)c1ccccc1Br	5.4	104.8	100.5	105.2	-2.9	-1.3	97.3	10.8
CC(=O)C1=C(O)C(=O)N(c2nccs2)C1c1ccccc1 (stereo unspecified)	-21.1	102.5	99.8	101.8	4.1	-5.9	99.8	-6.0
Cc1c(Cl)cccc1NC(=O)Nc1cccnc1	-7.2	85.8	113.5	101.3	38.3	5.9	91.9	1.8
COCCN(C(=O)COC(=O)c1cc(C)oc1C)c1c(N)n(Cc2ccccc2)c(=O)[nH]c1=O	-7.5	104.8	95.9	102.0	-2.3	9.1	100.9	1.9
COc1cc2c(cc1OC)C(c1cccc([N+](=O)[O-])c1)N(C(=O)c1ccccc1C(=O)O)CC2 (stereo unspecified)	22.3	111.0	94.1	104.7	2.2	1.1	101.2	-3.2
Cc1nc(-n2nnc3cc(C)c(C)cc32)c2c3c(sc2n1)CCCC3	4.5	95.1	100.6	99.3	17.9	-3.1	100.0	-4.8
New compounds follow
SMILES	JMJD2C inh	LAP4 TOR yeast	RPL19A TOR yeast	MEP2-GFP yeast	AHR activator	proCasp3 act	Yeast superoxide	procasp7 counter
COc1cc(-c2nnc(NC(=O)CCS(=O)(=O)c3ccccc3)o2)cc(OC)c1OC	6.9	111.6	97.0	93.6	2.1	0.8	100.2	-4.8
NS(=O)(=O)c1ccc(NC(=O)CN2C(=O)CCC2=O)cc1	4.4	86.3[may fluoresce violet]	45.5*[may fluoresce violet]	812.5*[may fluoresce violet]	-1.0	9.7	90.5	4.6
CCCCC1CCC(C(=O)N(CC(C)C)c2c(N)n(CCCC)c(=O)[nH]c2=O)CC1 (stereo unspecified)	12.3	102.0	94.8	97.4	-2.6	5.0	131.6	9.8
COc1cc(NC(=O)CCn2c(=S)oc3ccccc32)cc(OC)c1OC	-6.2	85.1	96.5	99.2	3.5	-2.9	97.8	12.3
Cc1ccc(C(=O)OCC(=O)c2c[nH]c3ccccc23)cc1S(=O)(=O)N1CCCCC1	-10.3	99.8	100.5	97.2	27.4	-2.3	99.8	-6.1
COc1cc2oc3ccccc3c2cc1N(CC(=O)N(C)C)S(=O)(=O)c1ccc(C)cc1	-4.3	103.5	104.0	110.7	-0.6	1.2	108.2	2.0
O=C(N/N=C/C(Br)=C\c1ccccc1)c1ccc2nc[nH]c2c1	-0.7	99.1	99.4	101.7	17.7	-6.4	98.0	-7.4
CC1CN(c2ccc(NS(=O)(=O)c3ccccc3)cc2C(=O)O)CC(C)O1 (stereo unspecified)	-6.4	103.4	94.2	89.2	0.9	-2.8	116.1	3.9
COCCN(CCOC)c1nc(-c2ccccc2)nc2ccccc12	0.7	96.5	100.2	105.7	/	/	100.8	/
O=C(/C=C/c1ccccc1)NCCSc1ccc(Cl)cc1	-4.4	116.4	96.6	100.9	2.2	0.5	101.3	10.1
Cc1ccc(/C=C/C(=O)OCC(=O)N2CC(=O)Nc3ccccc32)o1	-10.8	103.8	99.2	103.4	4.9	0.8	99.2	8.0
Cn1cc(C(=O)Nc2ccc(F)c(F)c2)cn1	-4.1	105.6	99.4	101.6	-3.5	15.2	108.3	-6.4
Cc1nc(C)c(-c2ccc(SCC(=O)Nc3cccc(Cl)c3)nn2)s1	6.3	84.3	102.5	99.8	14.9	-0.9	96.0	3.6
CC(CCc1ccccc1)NC(=O)C(=O)c1c[nH]c2ccccc12 (stereo unspecified)	2.9	107.0	99.8	96.0	12.3	-4.5	104.5	1.7
